UHRF1 MBD2 ctr: UHRF1 methylated DNA binding inhibitors, primary screen, counter-screen for MBD2 inhibitor project, biochemical, TR-FRET, human UHRF1, single concentration; E3 ubiquitin-protein ligase UHRF1 (Homo sapiens), Q96T88; inhibition, % at 4.4 µM; AID 687016, 2013; 370,000 compounds, 0.75% hits; UHRF1 binding to methylated oligo; in the data active = inhibition above about 21%;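 note: UHRF1 SRA domain binding a hemimethylated CpG hairpin DNA probe; 0% = median of test compound wells and 100% = reference inhibitor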
PRMT1 inh: PRMT1 methyltransferase inhibitors, primary screen, biochemical, fluorescence polarization. inhibition, % at 2.79 µM. AID 652257, 2013. recombinant PRMT1, activity-based probe fluorescence polarization. 370,000 compounds, 1.3% hits. Protein arginine N-methyltransferase 1 (Homo sapiens), Q99873;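 active = inhibition above about 21% made by adding two undisclosed values, limit read from the data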
Target sequence (Q99873 whole entry, looked up): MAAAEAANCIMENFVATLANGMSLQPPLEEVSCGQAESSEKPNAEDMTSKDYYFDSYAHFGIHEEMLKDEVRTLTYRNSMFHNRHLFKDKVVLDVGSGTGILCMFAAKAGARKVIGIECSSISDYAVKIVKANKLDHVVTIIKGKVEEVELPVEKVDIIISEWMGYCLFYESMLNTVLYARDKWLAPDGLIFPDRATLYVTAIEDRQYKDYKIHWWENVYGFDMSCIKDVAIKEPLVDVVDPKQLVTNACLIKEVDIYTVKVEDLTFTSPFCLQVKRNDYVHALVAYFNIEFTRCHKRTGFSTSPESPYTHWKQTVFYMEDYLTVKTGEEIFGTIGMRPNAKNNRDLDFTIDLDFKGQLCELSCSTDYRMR
HTRA1 inh: HTRA1 serine protease inhibitors, primary screen, biochemical, fluorescence polarization, HTS; Q92743; recombinant HTRA1, FP-rhodamine activity-based probe; inhibition, % at 5.96 µM; 340,000 compounds, 0.5% hits; in the data active = inhibition above about 36%;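 note: 0% = enzyme with DMSO and 100% = wells lacking enzyme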
MBD2 DNA inh: inhibitors of MBD2 binding to methylated DNA, primary screen, biochemical, TR-FRET, DNA-binding domain, human; 370,000 compounds, 0.31% hits; MBD2 binding to methylated oligonucleotide; AID 686964, 2013; inhibition, % at 4.4 µM; in the data active = inhibition above about 13%
Target sequence (Q9UBB5 whole entry, looked up, the tested form may be a part): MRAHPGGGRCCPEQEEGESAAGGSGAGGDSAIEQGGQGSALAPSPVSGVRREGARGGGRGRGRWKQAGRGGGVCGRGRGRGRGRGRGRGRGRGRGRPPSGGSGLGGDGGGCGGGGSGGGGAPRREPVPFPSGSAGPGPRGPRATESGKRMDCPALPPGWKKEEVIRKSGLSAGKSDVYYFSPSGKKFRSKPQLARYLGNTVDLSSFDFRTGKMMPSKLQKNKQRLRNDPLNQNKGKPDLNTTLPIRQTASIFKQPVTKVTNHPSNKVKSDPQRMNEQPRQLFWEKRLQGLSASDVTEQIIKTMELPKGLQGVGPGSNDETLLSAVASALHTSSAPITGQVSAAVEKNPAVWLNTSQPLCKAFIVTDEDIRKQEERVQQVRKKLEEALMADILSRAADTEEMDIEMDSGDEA
NR1D1 modulator: modulators of Rev-erb alpha DNA binding, primary screen, biochemical, FITC-DNA, fluorescence polarization, uHTS. 370,000 compounds, 0.79% hits. activity, % at 10 µM. Rev-erbα–FITC-DNA binding, 90 min. AID 1259318, 2017. Nuclear receptor subfamily 1 group D member 1 (Homo sapiens), P20393;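 active = activity above about 14%, limit read from the data; passing the limit was not always enough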;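 note: 0% = DMSO wells with 35 nM protein and 100% = DMSO wells with 750 nM protein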
mABHD4 FP: ABHD4 inhibitors, primary screen, biochemical, fluorescence polarization, mouse; inhibition, % at 8.92 µM; 370,000 compounds, 0.54% hits; (Lyso)-N-acylphosphatidylethanolamine lipase (Mus musculus), Q8VD66; purified mABHD4, FP-Rh probe fluorescence polarization;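 active = inhibition exceeding the mean over every tested compound plus 3 SD, cut at about 30% in these data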;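 note: 0% = plate median of compound wells and 100% = S159A mutant with DMSO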
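assay system = mABHD4 protein | compound dosing = single nominal dose of 8.92 µM, 0.89% DMSO final | read-out basis = percent inhibition of probe binding, normalized to plate controls | schedule = Enzyme–compound pre-incubation 45 min, then probe 60 min, both 25 °C | detection = fluorescence polarization, excitation 525 nm, emission 598 nm, BODIPY TMR filters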
rCAG binder: binders of r(CAG) RNA repeats, primary screen, biochemical, fluorescence; r(CAG) RNA repeat, TO-PRO-1 dye displacement fluorescence; inhibition, % at 3 µM; 370,000 compounds, 1.3% hits; AID 651821, 2012;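 active = inhibition above the plate cutoff, the mean of all test compounds on that plate plus 3 SD, cut at about 35% in these data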;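 note: 0% = DMSO alone and 100% = 100 µM mitoxantrone as full dye displacement; higher means more dye released from RNA so lower well fluorescence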
TCR CD3 inh: inhibitors of human TCR-CD3 interaction, primary screen, biochemical, fluorescence, TAMRA-labeled TCR probe; T-cell receptor (TCR); 360,000 compounds, 0.37% hits; AID 651800, 2012; inhibition, % at 9.4 µM; in the data active = inhibition above about 19%;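 note: recombinant mutant TCR 2C K166C tagged with TAMRA read by polarization; 0% = receptor in buffer alone and 100% = receptor with positive control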
PG9 binder: binders of HIV-1 gp120 antibody PG9, primary screen, biochemical, TR-FRET | inhibition, % at 6.7 µM | AID 624416, 2012 | 360,000 compounds, 0.43% hits | TR-FRET gp120-PG9 antibody binding; in the data active = inhibition above about 8.5%
LEDGF integ inh: blockers of LEDGF/p75-dependent integrase strand transfer – biochemical, TR-FRET, high throughput, primary screen; HIV-1 integrase (with human LEDGF/p75); 370,000 compounds, 0.64% hits; TR-FRET IN-LEDGF/p75 DNA integration, Eu/Cy5; inhibition, % at 3.7 µM; AID 743269, 2014;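 active = inhibition above the screen-wide mean plus 3 SD, cut at about 13% in these data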;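 note: signal is the Cy5 over europium emission ratio at 671 and 618 nm; 0% = plate median of compound wells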
Active calls of the source: *; . = no result given. Not all compounds are listed; the hit share may differ from the screen's.

SMILES | UHRF1 MBD2 ctr | PRMT1 inh | HTRA1 inh | MBD2 DNA inh | NR1D1 modulator | mABHD4 FP | rCAG binder | TCR CD3 inh | PG9 binder | LEDGF integ inh
O=C(CC(C(=O)O)C1CCCO1)Nc1cccc(C(F)(F)F)c1 (configuration not stated) | 1 | 3 | 4 | 3 | -3 | -5 | 2 | -10 | -0.9 | -2
CCC1Sc2ccc(S(=O)(=O)Nc3ccc(OC)c(OC)c3)cc2NC1=O (configuration not stated) | 3 | -2 | 2 | 1 | -5 | -3 | 5 | -5 | -3.2 | 2
O=C(NCCN1CCOCC1)c1ccc(Cl)c(S(=O)(=O)NCc2ccccc2)c1 | 2 | -2 | 9 | 0 | 3 | -11 | 2 | 3 | -1.5 | 2
CN(Cc1ccco1)C(=O)c1ccc(S(=O)(=O)N2CCCCCC2)cc1 | 1 | 5 | 5 | 4 | -3 | -1 | -4 | -8 | 2.2 | -4
Oc1ccc(C[C@@H]2CNC(=S)N2CCCCC2CCCCC2)cc1 | -3 | -1 | -65 | 1 | -3 | -45 | -1 | 3 | -1.0 | 0
CCOC(=O)N1CCN(c2c(-c3ccccc3)c3cc(Cl)ccc3[nH]c2=O)CC1 | -1 | -3 | -2 | -2 | 33* | -4 | -1 | 8 | 0.9 | -1
COC(=O)c1ccccc1NC(=O)CC(NCc1ccccc1)C(=O)O (configuration not stated) | 1 | 2 | . | -3 | 2 | 4 | -1 | -1 | 0.1 | -5
O=C(Cc1ccc(Cl)cc1Cl)OCC(=O)N1CCN(C(=O)c2ccco2)CC1 | 1 | 1 | 3 | 6 | -2 | 4 | -2 | -9 | -0.5 | 2
CCCNC(=O)C(=O)c1cccn1-c1ccsc1C(=O)OC | 0 | 0 | -7 | -8 | 5 | 0 | 3 | 3 | -0.6 | 3
Nc1ccc2oc(-c3cccs3)nc2c1 | -2 | 3 | 2 | -3 | 0 | 1 | 3 | -3 | 1.3 | 1
COc1ccc(Nc2nc(-c3ccncc3)nc3ccccc23)cc1 | 0 | 2 | -12 | -7 | -1 | 14 | 4 | 0 | 1.0 | -2
CC1Cc2ccccc2N1C(=O)CSc1nnc(CSc2ncccn2)n1C (configuration not stated) | 2 | -2 | -3 | -1 | 0 | -2 | 1 | -5 | -1.8 | 1
O=C(CCN1C(=O)C2CC=C(Cl)CC2C1=O)N1CCCCC1 (configuration not stated) | 0 | 8 | 1 | 0 | . | 8 | 0 | 4 | -1.4 | -4
Cc1ccc(NC(=O)/C=C2\NC(=O)CS2)cc1 | 1 | -4 | -1 | -2 | -1 | -3 | 3 | 7 | -2.4 | 2
Cn1c2ccc(F)cc2c2ncn(CCN3CCOCC3)c(=O)c21 | -2 | -4 | 10 | -6 | 2 | -1 | -4 | 9 | -1.0 | -1
CN(C)S(=O)(=O)c1ccc(C(=O)Nc2nnc(-c3ccc4c(c3)CCCC4)o2)cc1 | 2 | 2 | 4 | -1 | -4 | -1 | 13 | -4 | 0.1 | -4
CC(=O)N[C@H]1[C@H](OC2CCCCC2)O[C@H](COC(C)=O)[C@@H](OC(C)=O)[C@@H]1OC(C)=O | 0 | -5 | 3 | -4 | 1 | -1 | -1 | 1 | -2.1 | -2
CC(C)(CCC(=S)N1CCOCC1)C1CCCCC1 | 0 | 37* | 3 | -3 | 13 | -3 | -5 | -2 | -2.3 | 2
COC(=O)[C@@]1(Cc2ccc(F)cc2)[C@H]2c3cc(C(=O)N(C)C)n(CCc4ccc(OC)c(Br)c4)c3C[C@H]2CN1C(=O)c1ccccc1 | 8 | 3 | -15 | -2 | 6 | -3 | 18 | 6 | 1.7 | -2
COC(=O)c1sc(S(=O)(=O)NCc2cccs2)c(C(=O)OC)c1C | 6 | 0 | -10 | 3 | -3 | -9 | -3 | 0 | 0.1 | -1
COc1ccccc1NC1=C(NC(C)=O)C(=O)c2ccccc2C1=O | -23 | 25* | 8 | -18 | 0 | 5 | -1 | -3 | -15 | 2
CCc1nc2ccccc2c(C(=O)OCC(=O)NC2CC2)c1C | 0 | -2 | 0 | -1 | 4 | 3 | -2 | 1 | -2.7 | 2
CCOC(=O)C1=C(O)/C(=C/c2cc(OC)c(O)c(OC)c2)SC1=Nc1ccc(OC)cc1 | -1 | -4 | -28 | 0 | -2 | -31 | 15 | -5 | -2.1 | 1
Cc1c(C(=O)NCC2CCCO2)oc2ccc(S(=O)(=O)N3CCCCC3)cc12 (configuration not stated) | 2 | 0 | 2 | 2 | -2 | -5 | 2 | 3 | -1.1 | -3
CC(=NNC(=S)SCc1ccccc1)c1ccccn1 | -11 | -4 | 12 | -7 | 4 | 56* | 9 | -10 | -2.8 | 0
Cc1ccc(NC(=O)c2cc(C(=O)Nc3ccc(C)cc3)n(C)n2)cc1 | 1 | -5 | 7 | 2 | 0 | 2 | -1 | -3 | 0.7 | 1
COc1ccc(-n2cc(C#N)c(=O)n(Cc3ccc(F)cc3)c2=O)cc1 | -2 | 1 | -1 | -1 | -2 | 2 | -5 | 6 | -1.7 | -2
COc1ccc(Cl)cc1NC(=O)CN(C)C(=O)CCSc1ccc(C)cc1 | 0 | -4 | -9 | -3 | 1 | -14 | -4 | -4 | -2.3 | 4
O=C(Nc1cc(=O)[nH]c2ncnn12)c1ccccc1Cl | 17 | 3 | -5 | -3 | -1 | -1 | 8 | 6 | 0.2 | -2
NS(=O)(=O)c1cccc2cccnc12 | -2 | -2 | 4 | -5 | -4 | 6 | 0 | 11 | 0.4 | 1
Cc1ccc(SCc2cc(=O)[nH]c(Nc3nc(C)c4ccccc4n3)n2)cc1 | -2 | -1 | -50 | 5 | -2 | 1 | 27 | -4 | 0.9 | -1
COc1cccc2cc(C(=O)Nc3ccccc3Cl)/c(=N/NS(=O)(=O)c3ccccc3)oc12 | 3 | 4 | 5 | 2 | 0 | 6 | -1 | -7 | -1.7 | -6
COc1ccc(C(=O)OCC(=O)NCC2CCCO2)cc1[N+](=O)[O-] (configuration not stated) | -4 | 3 | 7 | -11 | 1 | -2 | 1 | 8 | 1.1 | 0
COc1cc2[nH]c(-c3cccc(F)c3)cc(=O)c2cc1OC | 6 | 4 | -2 | 5 | -2 | 4 | 0 | -1 | -0.1 | -1
O=C(Cc1cc(=O)[nH]c(=O)[nH]1)N1CCC(Cc2ccccc2)CC1 | 2 | 3 | 4 | 4 | -5 | 9 | 3 | 14 | 0.8 | -1
Cc1nn(-c2ccccc2)c2sc(C(=O)NCCc3ccccc3)cc12 | -1 | -3 | . | -3 | -1 | -71 | 4 | . | . | -1
O=S(=O)(c1ccccc1)c1ccc(N2CCCCCC2)cc1 | -3 | 0 | -28 | -3 | 2 | -1 | -2 | 7 | -1.2 | 9
COc1ccc(-c2nc(-c3ccccc3)c(-c3cc([N+](=O)[O-])ccc3C)[nH]2)cc1OC | 7 | -3 | 0 | -4 | -1 | 4 | 4 | 6 | 0.6 | 2
Cc1ccc(N/C(N)=N/c2nc(CSc3ccc(C)cc3)cc(=O)[nH]2)cc1 | -4 | 0 | 2 | -3 | 6 | 3 | 4 | -3 | -0.8 | -1
O=C(CNCc1ccco1)Nc1cccc(S(=O)(=O)N2CCCCC2)c1 | 4 | 2 | 4 | 1 | 4 | 17 | -1 | -3 | -1.8 | 1
COc1ccc(CCNC(=O)CCNS(=O)(=O)c2ccc3c(c2)CCN3C(C)=O)cc1OC | -3 | -2 | 1 | 1 | 5 | 2 | -1 | -2 | -2.0 | -1
CCOc1ccc(N(CC(=O)N2CCc3ccccc32)S(=O)(=O)c2c(C)noc2C)cc1 | 3 | 5 | -3 | 0 | -6 | 0 | 1 | -3 | -2.1 | -2
Cc1nc(Nc2cccc(Cl)c2)c2oc3ccccc3c2n1 | 4 | 1 | -84 | 3 | -3 | -31 | 5 | 1 | -0.1 | 0
COc1ccc(C2=NN(CCC(=O)NC3CCCCC3C)C(=O)CC2)cc1 (configuration not stated) | 4 | -1 | 1 | -3 | 4 | -7 | 0 | -4 | 2.1 | 2
O=C(Nc1ccc(F)cc1)c1cc(-c2ccncc2)nc2c(Cl)cccc12 | 1 | 1 | -11 | 3 | 24* | 0 | 2 | -4 | 0.9 | 0

3 compounds from above, ordered by their value in NR1D1 modulator, rising.
SMILES	NR1D1 modulator
O=C(Cc1cc(=O)[nH]c(=O)[nH]1)N1CCC(Cc2ccccc2)CC1	-5
O=S(=O)(c1ccccc1)c1ccc(N2CCCCCC2)cc1	2
COc1ccc(C2=NN(CCC(=O)NC3CCCCC3C)C(=O)CC2)cc1 (configuration not stated)	4

Carrying on:
SMILES | UHRF1 MBD2 ctr | PRMT1 inh | HTRA1 inh | MBD2 DNA inh | NR1D1 modulator | mABHD4 FP | rCAG binder | TCR CD3 inh | PG9 binder | LEDGF integ inh
Cc1ccc(C(=O)Nc2ccccc2C(=O)N2CCN(c3ccccc3)CC2)cc1 | 1 | 6 | 1 | -2 | -2 | 10 | -6 | -3 | -0.8 | -4
O=S(=O)(c1cccs1)N1CN(Cc2ccco2)c2nc3ccccc3nc21 | 0 | 5 | 12 | -3 | 1 | 4 | 6 | 2 | 1.9 | 2
COc1ccc(-c2cnc3nc(/N=C/N(C)C)nn3c2/N=C/N(C)C)cc1 | 5 | 2 | 1 | 0 | 0 | -1 | -5 | 6 | -1.1 | 2
COc1ccc(CCNC(=O)C2CCN(C(=O)N(C)C)CC2)cc1OC | 6 | 3 | 2 | 1 | -4 | -1 | -5 | -2 | 1.8 | 1
Cc1cc(N2CCNC[C@@H]2C)ccc1N1CCN(Cc2ccccc2)[C@@H](C)C1 | -4 | -3 | . | -2 | -8 | 8 | 9 | 5 | -0.3 | -4
COc1ccc(C2C(C#N)=C(N)OC3=C2C(=O)CC(C)(C)C3)cc1OC (configuration not stated) | 4 | 2 | 0 | 3 | -4 | 2 | -3 | 1 | -0.6 | -7
Cc1ccc(S(=O)(=O)N2[C@@H](c3ccc(Cl)cc3)C(C(=O)O)=CC[C@H]2c2cccc(Cl)c2)cc1 | 5 | 1 | -10 | 10 | -2 | -8 | 13 | -5 | 0.0 | -2
COc1ccccc1CNC(=O)Cn1cc([N+](=O)[O-])ccc1=O | 2 | 0 | 2 | -2 | 2 | -1 | 2 | -9 | -2.6 | 3
Cc1cccc(Nc2ncccc2C(=O)NCc2cccs2)c1C | 0 | -1 | -14 | -2 | -2 | -3 | 0 | 6 | 2.7 | -1
c1ccc2c(Oc3ccc4c(c3)OCO4)nncc2c1 | -1 | -1 | -2 | 0 | 0 | 2 | 2 | 5 | -0.4 | 1
Cc1cc(C)nc(NC(=O)CN2C(=O)c3ccccc3C2=O)n1 | 2 | 0 | -6 | 6 | -1 | 1 | -3 | 2 | 3.0 | -1
COc1cc(C)ccc1OCc1cc(C(=O)NC2CCOCC2)no1 | 3 | 0 | -1 | -1 | -2 | -2 | 3 | 0 | 0.4 | -1
